# Bioassay records deposited in PubChem by National Center for Advancing Translational Sciences (NCATS).
# GAA glycogen mod – GAA glycogen-cleavage inhibition or activation. 300,000 compounds, 0.38% hits. recombinant GAA, glycogen substrate, Amplex Red glucose oxidase fluorescence. Potency, µM (series often up to 76.4 µM), without a hit: at the highest dose activity change, negative = inhibition, hits mostly inhibitors. P10253;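 also: potency is read from the fitted curve at half-maximal effect; 0% = full enzyme reaction and -100% = no-enzyme basal signal; the screen sought inhibitors and activators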
#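 Natural-substrate format: glycogen cleavage by 4 nM human enzyme, glucose read by Amplex Red coupling (Ex 573, Em 610 nm). Normalized to enzyme and no-enzyme controls.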
# HTT aggregate – mutant huntingtin aggregation inhibition; PC12 HttQ103-GFP aggregates, Acumen cytometry, 40 h; Potency, µM (highest dose often 46.1 µM), for the others: at the highest dose activity change, negative = inhibition, actives largely listed as inhibitors; 220,000 compounds, 1.1% hits; also: potency is read from the fitted curve at half-maximal effect; % is scaled to controls: 0 for no effect and ±100 for the full control effect; nearly all actives have a fitted effect of over 60% in size
#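 Ecdysone-promoter PC12 model expressing HTT exon 1 Q103 fused to GFP, induced by tebufenozide at 100 nM final. Compounds titrated; aggregates sized 1–25 µm scored on a 488 nm laser cytometer.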
# HTT ATP protect – Huntington cell model cytoprotection by ATP luminescence; PC12 HTT-Q103 induced, cytoprotection, ATP luminescence, 40 h; Potency, µM (doses to about 56.4 µM), inactives show cytoprotection (ATP increase), usual class: activators; 230,000 compounds, 0.14% hits;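 also: potency is read from the fitted curve at half-maximal effect; % of control where 0% means no effect; nearly all actives have a fitted effect of over 45% in size; toxic huntingtin expression switched on by the ecdysone agonist tebufenozide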
#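 Compounds added alongside 100 nM tebufenozide, which induces toxic Q103 huntingtin exon 1-GFP in stable PC12 cells; surviving cells quantified by luminescent ATP measurement. Medium: phenol red-free DMEM, 5% equine and 5% calf serum.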
# LMNA splice mod – modulators of lamin A splicing; Potency, µM (series often up to 46.1 µM), without a hit: top-dose ratio change, negative = inhibition, usual class: inhibitors; HeLa LMNA splicing GFP/RFP minigene ratio, 48 h; 200,000 compounds, 0.01% hits; active = well fitted inhibition curve with a large enough effect in the signal ratio, with a control signal flat, not every such curve was filed as active; inconclusive = small, poorly fitted or top-dose-only effect, or effect the other way, or a change in a side signal; the % refers to the signal ratio; also: potency is read from the fitted curve at half-maximal effect; % is scaled to controls: 0 for no effect and ±100 for the full control effect
#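 Read-out is the ratio of GFP to DsRed2 object intensity, acquired by 488 nm laser-scanning cytometry on HeLa lamin A-EGFP minigene reporter cells. Compound incubation 48 hrs at 37 °C in Opti-MEM with 2% FBS; DMSO 0.5% final.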
# aGlu spleen mod – inhibitors or activators of human alpha-glucosidase in spleen homogenate; P10253; human spleen homogenate, 4-MU-alpha-glucoside fluorescence; Potency, µM (highest dose often 79.9 µM), for the others: top-dose activity change, negative = inhibition, most hits filed as inhibitors; 240,000 compounds, 0.006% hits; AID 2112;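 also: potency is read from the fitted curve at half-maximal effect; 0% = enzyme with vehicle and -100% = no enzyme basal signal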
#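 Human spleen homogenate (1 ug) with 4-methylumbelliferyl-alpha-D-glucopyranoside (1 mM final) in 50 mM citrate/phosphate pH 5.0, 0.01% Tween-20; 40 min at 37 C. Stopped at pH 10; 4-MU fluorescence Ex 365/Em 440 nm; AC50 by Hill fit.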
# GAA inhib – alpha-glucosidase (human) inhibition | purified human GAA, 4-MU-alpha-glucoside fluorescence | Potency, µM (doses to about 76.9 µM), without a hit: at the highest dose activity change, negative = inhibition, actives largely listed as inhibitors | P10253 | 200,000 compounds, 0.005% hits;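 also: potency is read from the fitted curve at half-maximal effect; plate controls were uninhibited enzyme wells for no effect and no-enzyme background for full effect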
#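 Human enzyme at 4 nM with 400 uM 4-methylumbelliferyl-alpha-D-pyranoside, citrate/phosphate buffer pH 5.0, 0.005% Tween-20, 20 min at room temperature. Compounds up to 77 uM. 4-MU fluorescence (Ex 365/Em 440) read after NaOH/glycine stop; AC50 from Hill fit.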
# CBFb-RUNX1 inh – blocks binding between human CBF-beta and RUNX1 | Q01196+Q13951 | AlphaScreen CBFb-His/RUNX1-biotin binding, biochemical | Potency, µM (top dose mostly 59.8 µM), for inactives: top-dose activity, negative = inhibition, usual class: inhibitors | 230,000 tested, under 10 active | AID 1477; also: % of control where 0% means no effect
# Target sequence (Q01196 whole entry, looked up): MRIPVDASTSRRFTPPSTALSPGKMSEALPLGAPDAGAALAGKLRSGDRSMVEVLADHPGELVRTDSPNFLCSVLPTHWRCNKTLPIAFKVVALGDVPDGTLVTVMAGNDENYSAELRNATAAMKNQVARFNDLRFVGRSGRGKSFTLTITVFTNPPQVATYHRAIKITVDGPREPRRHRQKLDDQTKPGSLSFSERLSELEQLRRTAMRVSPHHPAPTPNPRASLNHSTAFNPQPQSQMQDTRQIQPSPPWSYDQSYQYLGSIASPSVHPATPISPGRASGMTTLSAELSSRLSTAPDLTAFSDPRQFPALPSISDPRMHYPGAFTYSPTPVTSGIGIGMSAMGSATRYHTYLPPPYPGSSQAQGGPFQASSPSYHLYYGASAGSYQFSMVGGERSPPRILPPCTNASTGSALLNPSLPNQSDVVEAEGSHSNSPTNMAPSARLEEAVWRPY
# Target sequence (Q13951 whole entry, looked up): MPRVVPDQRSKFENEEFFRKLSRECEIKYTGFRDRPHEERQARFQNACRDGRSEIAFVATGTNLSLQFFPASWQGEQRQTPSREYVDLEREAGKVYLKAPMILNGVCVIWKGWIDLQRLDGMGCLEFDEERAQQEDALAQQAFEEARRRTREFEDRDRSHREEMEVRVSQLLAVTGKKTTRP
#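 CBF-beta (His) and RUNX1 (biotin), 30 nM each; 20 min preassociation; + compound, 15 min; + beads 50 ng each (Ni, streptavidin), 90 min; RT; AlphaScreen read.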
# * marks the source's active call; other numbers are inactive results; ? = inconclusive; · = no result given; & = joins results of further samples; [ ] = remark or other dose. Unless noted, calls follow the shape of the dose curve; as a rule, active = well fitted curve in the direction sought with a large enough effect; inconclusive = small, poorly fitted or top-dose-only effect, or another doubt; inactive = no such curve, though single readings can be large; an effect the other way counts as inactive or inconclusive.
Molecule | HTT ATP protect | HTT aggregate | GAA inhib | LMNA splice mod | GAA glycogen mod | CBFb-RUNX1 inh | aGlu spleen mod
COc1ccc(C)cc1S(=O)(=O)N1CCN(S(=O)(=O)c2cc(C)ccc2OC)CC1 | 2% | 14% | ? | -14% | -5% | 4% | -20%
O=C(N/N=C/c1cn(-c2ccccc2)nc1-c1cccs1)c1ccncc1 | -9%[10 µM] | ? | -9% | -15% | 1% | -3% | 3%
O=C(NCc1ccncc1)C12CC3CC(CC(C3)C1)C2 | -12% | 19% | 9% | -5% | 5% | 5% | -2%
CCOc1cc(C(=O)NC(C)C2CCCO2)cc(OCC)c1OCC (centres undefined) | -37% | 21%[9.22 µM] | 7% | · | -1% | 0% | 1%
CCC(=O)Nn1cnc2c(c1=O)C1(CCCCC1)Cc1ccccc1-2 | 8% | 4% | -10% | -5% | 1% | 6% | -13%
COc1ccc(NC(=S)Nc2cccc(C(C)=O)c2)cc1OC | -53%[inhibitor] | 5% | -3% | ? | ? | 1% | 4%
CC1CCN(C(=O)COC(=O)c2cc(Cl)cc(Cl)c2N)CC1 | -19% | -8% | ? | -5% | 14% | 13% | 17%
O=c1cc(CSc2nnc(Nc3ccccc3)s2)nc2sccn12 | 4% | 25% | -3% | -16% | -3% | -1% | -4%
COc1ccc(NS(=O)(=O)c2cccc(C(=O)O)c2)cc1 | -38%[inhibitor] | -4% | 4% | 5% | 4% | 3% | 1%
Cc1ccc(N=N/C(=C\O)C(=O)c2ccncc2)cc1 | 29% | -10% | -7% | ? | -8% | -17% | -3%
COc1ccc(CC(=O)OC2CCCN(C)C2)cc1 (centres undefined) | 21%[10 µM] | -1%[9.22 µM] | -9% | -14%[46 µM] | 9% | 2% | -4%
O=C(NCc1ccncc1)C(=O)N/N=C/c1ccccn1 | -9%[10 µM] | -6%[9.22 µM] | 10% | · | -7% | 1% | 2%
CCOC(=O)Cc1csc(NC(=S)NC(=O)c2ccccc2Br)n1 | -3%[0.074 µM] | 7% | 1% | 5% | 2% | -10% | -4%
O=c1[nH]c2cc(Cl)c(Cl)cc2[nH]c1=O | -24% | · | · | ? | · | -2%&8%&-13% | -3%&2%&1%
O=C(Nc1ccc(-c2noc(CCc3ccccc3)n2)cc1)c1ccco1 | -39%[10 µM] | -34% | -3% | -14% | -4% | 8% | 2%
Cc1cc(Cl)ccc1OCCCC(=O)NCCCn1ccnc1 | 7%[10 µM] | 1% | -9% | -28%[46 µM] | -4% | 8% | 2%
CC(C)c1nc2sc3c(SCC(N)=O)ncnc3c2c2c1CCC2 | 3%[10 µM] | 5%[9.22 µM] | · | · | 0% | 6% | -2%
COc1ccc(-c2csc(-c3cccs3)n2)c(OC)c1 | -40%[inhibitor] | -16% | -5% | 2%[46 µM] | 0% | 24% | ?
c1ccc(-c2cn(-c3ccccc3)c3[n+]2CCS3)cc1 | -48%[inhibitor] | ? | 0% | · | 0% | 15% | ·
CSc1nsc(SC)c1C(=O)Nc1ccc(C(C)(C)C)cc1 | -14%[10 µM] | -15%[9.22 µM] | · | · | -15% | 16% | 9%
CCOc1ccc(N=C2Sc3nc4ccc(C)cc4cc3CN2CCOC)cc1 | 21% | -23% | -12% | · | -7% | -10% | -1%
Cc1nc(Cc2nnc(SCc3nc(N)nc(Nc4ccccc4C)n3)o2)cs1 | -11% | 21% | -1% | ? | -2% | -4% | 4%
O=C(CSc1ccc(-c2cccnc2)nn1)N1CCCc2ccccc21 | -9% | -7% | -2% | · | 5% | -6% | 6%
CCn1ccnc1CN1CCc2c([nH]c3ccccc23)C1C(C)(C)C (centres undefined) | -30%[inhibitor] | ? | -14% | · | 2% | -2% | -4%
CCCCC#Cc1ccc(C(=O)NNC(=O)Nc2ccccc2)o1 | 6%[10 µM] | -1%[9.22 µM] | · | · | -4% | -2% | 3%

# Looked up above.
# Value for CCn1ccnc1CN1CCc2c([nH]c3ccccc23)C1C(C)(C)C (centres undefined) in aGlu spleen mod: -4%
# Value for COc1ccc(NC(=S)Nc2cccc(C(C)=O)c2)cc1OC in HTT aggregate: 5%

# Further compounds follow:
Molecule | HTT ATP protect | HTT aggregate | GAA inhib | LMNA splice mod | GAA glycogen mod | CBFb-RUNX1 inh | aGlu spleen mod
O=S(=O)(NCC(O)COCc1ccco1)c1cccs1 (centres undefined) | -2% | 15%[9.22 µM] | -5% | 1% | -8% | -17% | -1%
CCc1cccc2c(C=C(C#N)C#N)cn(CC(=O)N3CCCC3)c12 | 19% | 0% | ? | -2% | 7% | 2% | -1%
Clc1ccc(CO/N=C/c2cccs2)cc1 | 19%[10 µM] | 7%[9.22 µM] | 5% | · | -4% | 8% | -9%
c1ccc(Oc2ccccc2)cc1 | -10% | · | · | · | · | 2%[21.7 µM] | -6%
Cc1onc(-c2c(Cl)cccc2Cl)c1C(=O)NCC1CCCO1 (centres undefined) | -3% | -6% | -3% | 5% | 5% | 7% | 2%
COc1ccc(-c2nnn(CC(=O)N(CC(=O)NCCC(C)C)c3ccccc3)n2)cc1OC | -15% | 3% | -1% | ? | 5% | 4% | 1%
Cc1cccc(N2CCN(S(=O)(=O)c3ccc4c(c3)n(C)c(=O)c(=O)n4C)CC2C)c1 (centres undefined) | 6% | 13% | 14% | -4%[0.0737 µM] | 5% | 4% | -8%
N#C/C(=C\c1ccc(-c2cccc([N+](=O)[O-])c2)o1)C(=O)N1CCOCC1 | 1%[10 µM] | -4%[9.22 µM] | -3% | · | 19% | 10% | -5%
CCc1nc2ccc(C(=O)O)cc2nc1CC | -34%[10 µM] | -11% | 0% | 8% | 16% | 1% | -2%
Cc1sc2ncn(CC(=O)OC(C)C)c(=O)c2c1C | -7% | 3% | 2% | 20% | -3% | 1% | -1%
CCOc1ccc(/C=N/NC(=O)CC(=O)Nc2ccc(Cl)c(Cl)c2)cc1 | 11%[10 µM] | 11% | 1% | 7% | -3% | 4% | 11%
O=C(CN1CCOCC1)Nc1ccc2c(c1)CCC2 | 8%[10 µM] | -3%[9.22 µM] | · | · | 1% | -2% | 2%
COc1ccc(C2CC(c3ccc(C)cc3)Nc3ncnn32)cc1 (centres undefined) | -10%[10 µM] | -16% | -14% | -7% | 0% | -6% | -15%
CCCCCC(O)CCc1n[nH]c(=S)n1-c1ccccc1 (centres undefined) | -36% | -5% | -2% | 14% | ? | -2% | -10%
CCOCCCNC(=O)/C(C#N)=C/c1ccc(-c2ccc(S(=O)(=O)N3CCOCC3)cc2)o1 | · | 1% | ? | -2% | -1% | -12% | -30%
CCn1c(CNC(=O)c2cccc(C)c2)nnc1SCC(=O)Nc1cccc(OC)c1 | 1% | -5% | -7% | 3% | 1% | 6% | -8%
CCCCn1c(SCC(=O)OC)nc2c1c(=O)n(C)c(=O)n2C | -3% | 4% | -2% | -2% | -9% | 1% | -9%
Cc1ccsc1CNC1C2CC3CC(C2)CC1C3 (centres undefined) | -4%[10 µM] | 8%[9.22 µM] | 9% | -15%[46 µM] | 5% | 3% | 1%
CC(C)(C)C1CCC(C(=O)OCC(=O)N2CCOCC2)CC1 (centres undefined) | 14%[10 µM] | -14% | 2% | -1% | -1% | 2% | 3%
CN(C)S(=O)(=O)c1ccc(N2CCCC2)c(C(=O)Nc2ccccc2OC(F)F)c1 | -21% | 6% | 3% | ? | -2% | -9% | -7%
Cc1ccc(C(=O)N2CCN=C2SCc2ccc([N+](=O)[O-])cc2)cc1C | -8% | 11% | -8% | ? | 1% | -1% | ·
CSc1ccc(CNc2nc3ccccc3n3cnnc23)cc1 | 15%[10 µM] | ? | · | · | 1% | 0% | 3%
CCOc1ccc(CCNC(=O)C2CCN(c3nn4c(=O)cc(C)nc4s3)CC2)cc1 | -7% | 5% | 6% | 1% | -3% | -12% | -6%
CCC(C)OC1OC(CO)C(O)C(O)C1NC(C)=O (centres undefined) | 16%[10 µM] | -21% | 0% | -11% | -3% | 5% | -1%
COc1ccc(C(=O)N[C@H](C(=O)NCc2ccco2)C(C)C)cc1 | 0%[10 µM] | ? | 3% | 6%[46 µM] | 9% | -14% | -10%
Cc1ccc(Oc2ccc(C=O)cn2)cc1 | -6%[10 µM] | -12% | 3% | 17%[46 µM] | 7% | 15% | -12%
CCC1CCCCN1CCCNC(=O)C1CCC(Cn2c(=O)[nH]c3ccccc3c2=O)CC1 (centres undefined) | 1% | 23% | -1% | -1% | -14% | 2% | -5%
CCCc1cc(=O)[nH]c(NCc2ccc(Cl)cc2)n1 | -9% | -1% | 0% | ? | -5% | 3% | 4%
Cc1ccc2c(c1)[C@@H](O)C[C@@H](C)N2N=O | 20%[10 µM] | 17% | 0% | 2% | 9% | 5% | 12%
CCCCCn1c(=O)[nH]c2cc(C(=O)NCCCN(C)Cc3ccccc3)ccc2c1=O | ? | -8% | ? | ? | 5% | 19% | -8%
CN=c1scc(C)n1/N=C/c1ccc(O)cc1 | -82%[inhibitor] | -5% | -1% | ? | 13% | -12% | -15%
O=C(C[n+]1cc(Br)cc(Br)c1)c1cccc([N+](=O)[O-])c1 | 17%[10 µM] | 5% | 4% | · | ? | -1% | 3%
Cc1onc(-c2c(Cl)cccc2Cl)c1C(=O)N1CCCc2ccccc21 | -45%[inhibitor][10 µM] | -16% | -7% | -19% | -4% | 3% | 0%
CC(Sc1nnc(-c2ccccc2)c(-c2ccccc2)n1)C(=O)N1CCc2ccccc21 (centres undefined) | 17%[10 µM] | 2% | 2% | -22% | -7% | -1% | -2%
COc1ccc(/C=N/Nc2nc(C)c([N+](=O)[O-])c(N(C)c3ccccc3)n2)cc1OC | -37% | 12% | -17% | 13% | -12% | -4% | -14%
CN(C)CC(C)(C)CNS(=O)(=O)c1cccc(Cl)c1Cl | -13% | 7% | -15% | 13% | 8% | 1% | 8%
Cc1cc(C)nc(NC(=O)c2cc(Br)ccc2Cl)n1 | -13% | -6% | -2% | · | 1% | 12% | ·
O=c1c2ccccc2oc2nc(-c3ccco3)n(CCc3ccccc3)c(=O)c12 | 0% | 11% | -10% | 4% | 0% | 1% | -1%
CC1CCN(S(=O)(=O)c2ccc(NC(=O)CCN3C(=O)c4ccccc4C3=O)cc2)CC1 | -9%[10 µM] | 1% | -11% | 5% | -15% | -4% | -2%
C=C(C)CSc1nnc(-c2cccc(S(=O)(=O)N(C)C)c2)n1-c1cc(OC)ccc1OC | 5%[10 µM] | ? | -15% | -9% | 4% | 2% | -1%
COCCCNC(=O)c1ccc(CS(=O)(=O)c2ccc(OC)cc2)o1 | 2% | -14% | 3% | -6% | 2% | 0% | 7%
